NCOA2 inhibitor: inhibits human steroid receptor coactivator 2. inhibition, % at 9 µM. HEK293 GAL4-SRC2 luciferase reporter, luminescence. AID 651957. Q15596. actives 0.17% (n = 370,000);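 active = inhibition above the mean inhibition of all tested compounds plus 3 SD, set per campaign, cut at about 52% in these data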;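 note: 0% = DMSO treated cells and 100% = cells given Gossypol at 36 µM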
ABCB6 inh 2: blocks the human ABCB6 transporter. K562-ABCB6 porphyrin accumulation, flow cytometry, 1 h; active compounds read low. fluorescence ratio to DMSO, % at 10 µM. actives 0.19% (n = 360,000). AID 602162;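 active = fluorescence ratio to DMSO below 75%, the collection mean minus 3 SD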;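 note: signal is porphyrin accumulated inside mitochondria; 100% equals median channel fluorescence of DMSO control wells; lower ratio means ABCB6 inhibition with less porphyrin fluorescence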
MC4R antagonist: blocks human MC4R cAMP signaling. P32245. MC4R-expressing cells, MTII-stimulated cAMP, LANCE TR-FRET. inhibition, % at 6.5 µM. actives 0.48% (n = 360,000). AID 540295;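 active = inhibition above its plate's cutoff, the mean of tested wells on that plate plus 3 SD, cut at about 29% in these data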;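 note: 0% = Melanotan II alone and 100% = Melanotan II plus saturating MCL0020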
Target sequence (P32245 whole entry, looked up): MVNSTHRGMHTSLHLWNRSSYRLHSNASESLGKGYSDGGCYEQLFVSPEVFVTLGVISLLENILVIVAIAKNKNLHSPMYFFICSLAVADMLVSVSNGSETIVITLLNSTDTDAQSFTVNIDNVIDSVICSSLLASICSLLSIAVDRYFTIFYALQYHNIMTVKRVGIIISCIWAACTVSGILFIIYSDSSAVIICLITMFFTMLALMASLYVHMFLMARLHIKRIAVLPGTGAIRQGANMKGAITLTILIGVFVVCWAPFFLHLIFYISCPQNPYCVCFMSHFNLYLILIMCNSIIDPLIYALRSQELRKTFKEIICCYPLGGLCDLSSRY
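System – human MC4R-expressing U2OS cells · Also added – Melanotan II · Dosing – one concentration, 6.5 µM nominal · Timing – 30-min compound, 1-h challenge, 1-h detection, room temperature · Measured by – Eu-cAMP/anti-cAMP TR-FRET, emission 671 nm · Replicates – singlicate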
ABHD5-PLIN5 inh: ABHD5-PLIN5 protein interaction inhibition; Q00G26+Q8WTS1; Split G. princeps luciferase complementation, luminescence, 4 h; inhibition, % at 4 µM; actives 0.78% (n = 360,000); AID 602281;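 active = inhibition above the mean inhibition across every tested compound plus 3 SD, cut at about 22% in these data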;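 note: 0% = DMSO only wells and the 100% control is not disclosed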
NOD2-RIPK2 inh: NOD2-RIPK2 protein interaction inhibition | O43353 | CHO BLA complementation NOD2-RIPK2, CCF4 ratio | inhibition, % at 4.98 µM | actives 0.38% (n = 360,000); in the data active = inhibition above about 21%;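 note: 0% = vehicle only and 100% = reference blocker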
H9c2 protect: modulators protecting cardiomyocytes from myocardial damage | protection from H2O2 cell death, % at 20 µM | H9c2 cardiomyocytes, H2O2 injury protection, ATPLite, 2 h | AID 588492 | actives 0.63% (n = 360,000);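 active = compounds giving at least 50% protection of heart cells from peroxide-induced death in the single-dose screen, raw or plate-pattern-corrected value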;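 note: 0% = DMSO wells with peroxide and 100% = DMSO wells without peroxide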
TLR9-MyD88 block: blocks human TLR9 binding to MyD88; Q9NR96+Q99836; CHO BLA complementation TLR9-MyD88, CCF4 FRET ratio; inhibition, % at 4.98 µM; actives 0.21% (n = 340,000);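 active = inhibition above the mean over all tested compounds plus 3 SD, cut at about 21% in these data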;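 note: 0% = DMSO only wells and 100% = clavulanate BLA inhibitor control wells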
Glyco luc inh: N-linked glycosylation inhibition; D54 ERlucT glycosylation luciferase reporter, 24 h; percent of 100 nM tunicamycin response; AID 588692; actives 0.23% (n = 360,000); reporter increase, % at 12.5 µM;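 active = mean luciferase reporter signal, scaled so untreated is 0 and the glycosylation-blocking control 100, at or above a set limit in every replicate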;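 note: luciferase carries N-glycosylation sites so blocking glycosylation raises the light; 0% = median of neutral control wells and 100% = median of 100 nM tunicamycin wells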
m5-HT2A agonist: activates the mouse 5-HT2A serotonin receptor. P35363. CHO-K1 mHTR2A beta-arrestin complementation, luminescence; percent of 30 µM serotonin response. activation, % at 7.6 µM. actives 0.66% (n = 360,000);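 active = activation above a run cutoff, the mean activation of all tested compounds plus 3 SD, cut at about 14% in these data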;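 note: 0% = plate median of compound wells and 100% = 30 µM serotonin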
Target sequence (P35363 whole entry, looked up): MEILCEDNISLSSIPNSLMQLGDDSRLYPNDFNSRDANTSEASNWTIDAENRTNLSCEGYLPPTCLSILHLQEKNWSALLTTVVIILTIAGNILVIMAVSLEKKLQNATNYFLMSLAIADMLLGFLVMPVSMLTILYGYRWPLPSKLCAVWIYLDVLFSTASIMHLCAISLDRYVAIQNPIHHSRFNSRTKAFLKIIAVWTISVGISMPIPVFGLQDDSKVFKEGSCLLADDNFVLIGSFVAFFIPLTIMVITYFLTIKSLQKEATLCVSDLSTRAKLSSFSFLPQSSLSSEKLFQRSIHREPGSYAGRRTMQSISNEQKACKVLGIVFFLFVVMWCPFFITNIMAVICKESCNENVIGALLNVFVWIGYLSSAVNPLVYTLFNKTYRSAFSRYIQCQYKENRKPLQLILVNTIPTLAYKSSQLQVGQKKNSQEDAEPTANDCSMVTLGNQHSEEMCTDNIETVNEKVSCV
MC4R ag barr: activates human MC4R beta-arrestin recruitment; U2OS MC4R beta-arrestin complementation, luminescence; percent of melanotan II response, DMSO zero; activation, % at 8.9 µM; AID 540308; actives 0.98% (n = 360,000);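 active = activation above a per-plate cutoff, the mean activation of sample wells on that plate plus 3 SD, cut at about 8% in these data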
The depositor's hits bear a star; nt = no result given. This is a subset, so the mix of outcomes need not match the whole.

SMILES | NCOA2 inhibitor | ABCB6 inh 2 | MC4R antagonist | ABHD5-PLIN5 inh | NOD2-RIPK2 inh | H9c2 protect | TLR9-MyD88 block | Glyco luc inh | m5-HT2A agonist | MC4R ag barr
COc1c(C)cccc1C(=O)NC(=S)Nc1cccc2nsnc12 | -9 | 104 | 6 | -7 | -15 | -4 | 6 | 2 | -2 | -0.6
O=C(c1ccc(Cl)cc1)C(CN1CCCCC1)c1ccccc1 (centres undefined) | 46 | 102 | 22 | 10 | 0 | -14 | 4 | 16 | 2 | -1.1
O=C(NCCN1CCOCC1)C1CCN(S(=O)(=O)c2ccccc2)CC1 | -13 | 98 | 1 | 3 | -3 | 4 | -8 | 1 | 1 | -0.7
O=C(N/N=C\c1ccc[nH]1)c1cncc(Br)c1 | -1 | 94 | 5 | -4 | -13 | -4 | -1 | 0 | 1 | -1.1
Cc1cccc(NC(=O)c2ccc3c(=O)n(CC4CCCO4)c(=S)[nH]c3c2)c1 (centres undefined) | -13 | 92 | 6 | -2 | -3 | 4 | 5 | -1 | 2 | -0.3
CCCN=Cc1sc2ccc(OCC)cc2c1O | -22 | 74* | 2 | -9 | -10 | -2 | 0 | 0 | -3 | -2.1
COc1ccc(CCNC(=O)CSc2nc3scc(-c4ccccc4)c3c(=O)[nH]2)cc1 | -7 | 100 | 11 | 17 | -1 | -4 | 1 | 0 | 2 | 1.0
Cc1c(C(=O)N2CCN(c3ccccn3)CC2)oc2c1C(=O)CC(C)(C)C2 | -21 | 98 | 4 | -8 | -4 | 35 | -5 | 1 | 1 | -3.1
COCCCNC(=O)/C(C#N)=C/c1c(N2CCN(c3ccc(OC)cc3)CC2)nc2c(C)cccn2c1=O | -22 | 89 | 3 | 10 | -12 | 30 | -17 | -1 | 8 | 0.7
CCOc1cc(CNC2CCCC2)ccc1OCc1ccccc1Cl | -11 | 86 | 1 | 6 | 5 | -8 | -3 | -7 | -9 | 1.3
CCOC(=O)N1c2ccccc2Sc2ccccc21 | -5 | 97 | 7 | -8 | -6 | 5 | 8 | 1 | -3 | -2.4
COc1ccc(NC(=O)N(C)C[C@@H]2Oc3ccc(NC(=O)NC(C)C)cc3CC(=O)N([C@H](C)CO)C[C@@H]2C)cc1 | -11 | 102 | 8 | -7 | 0 | -6 | -3 | 2 | 10 | 0.8
CCOC(=O)N1CCC(=NNC(=O)COc2ccc(OC)cc2)CC1 | -9 | 100 | 4 | 0 | -7 | 3 | 1 | 0 | 1 | -1.6
C[C@@H](C(=O)Nc1cc(C(F)(F)F)ccc1N1CCOCC1)N1C(=O)C2CC=CCC2C1=O (some centres undefined) | -28 | 98 | 2 | -4 | -7 | 0 | -13 | -1 | -4 | 0.3
CC(=O)Nc1nc(CCC(C)C)cc2c1c(=O)oc1ccccc12 | 15 | 88 | 8 | -2 | -10 | 2 | 7 | -2 | 0 | -2.6
Cc1nn(CC(O)COc2ccc3c(c2)CCC3)c(C)c1Br (centres undefined) | -7 | 98 | 4 | -4 | 0 | -7 | -5 | 0 | -4 | -0.5
Cn1ccc2c(/C=C/c3ccc(F)cc3)cc3c(c21)C1CCC3O1 (centres undefined) | 8 | 83 | nt | 2 | -18 | -6 | nt | 0 | 4 | nt
CC(C)(C)OC(=O)N1CCC(C(=O)Nc2cccc(C(=O)N3CCCCC3)c2)CC1 | 4 | 101 | 6 | -5 | 6 | 4 | 8 | 1 | 0 | -1.5
O=c1c2ccccc2nnn1CSc1nnc2ccccn12 | -54 | 98 | -8 | -5 | -7 | -2 | -10 | -4 | 1 | -1.7
Cc1nc2c3ccccc3nc(NNC(=O)CCC(=O)NC3CCCC3)n2n1 | -14 | 98 | 1 | 3 | 2 | 0 | 8 | 1 | 0 | -1.7
COc1ccc(C(CNC(=O)c2ccc(C)c(S(=O)(=O)N3CCCCC3)c2)N(C)C)cc1OC (centres undefined) | -14 | 96 | 9 | -2 | -15 | -1 | 0 | 0 | 1 | -0.7
Nc1c2c(nc3sc4c(c13)CCCC4)-c1ccccc1CC2 | -50 | 108 | 4 | 13 | 3 | -16 | -6 | -12 | -5 | -1.7
CC(c1ccccc1C(O)(c1ccccc1)c1ccccc1)N(C)C (centres undefined) | 10 | 119 | 29* | -2 | -7 | -7 | 2 | 1 | 2 | 4.2
CCN=C1Cn2c(nc3scc(-c4ccccc4)c3c2=O)CN1CC | 0 | 100 | 2 | -7 | -3 | 1 | 3 | -2 | -1 | -3.5
CC(=O)N1CCC(N(CCCOC(C)C)C(=O)Nc2ccc(C)c(C)c2)CC1 | -2 | 102 | -3 | 4 | -14 | -4 | 3 | 0 | 4 | -0.9
Cc1nn(-c2ccccc2)c(C)c1NC(=O)COC(=O)c1ccc(Cl)c(N)c1 | 9 | 96 | -4 | 5 | -7 | 7 | 3 | -1 | 4 | -4.2
CCCC1=NCCn2cccc21 | -4 | 104 | 10 | 18 | -8 | -1 | 2 | 1 | -3 | -1.1
CCC(=O)Nc1ccc2c(c1)ncn2-c1ccc(OC)cc1 | -28 | 95 | 16 | 6 | 3 | -2 | -9 | -1 | -1 | 0.0
N#C/C(=C\c1ccc(Cl)cc1)c1nc2ccccc2o1 | -7 | 92 | 3 | 0 | -7 | -14 | -9 | 1 | -3 | 8.9*
CCOc1ccccc1N1CCN(C(=O)c2ccc3nc(N)sc3c2)CC1 | -27 | 97 | -6 | 11 | -4 | 9 | 10 | 3 | -5 | -0.4
CCCCC1OC23CCCCC2C(C#N)(C(=N)O3)C1(C#N)C#N (centres undefined) | -33 | 96 | -1 | -12 | 7 | 0 | 7 | 0 | 6 | -2.0
Cc1ccc(Oc2c(C=O)c3ccccc3n2C)cc1 | 25 | 100 | 5 | -1 | -8 | -5 | 2 | -6 | -1 | -0.1
CN1C(=O)C(O)(C2COC(C)(C)CC2=O)c2ccccc21 (centres undefined) | -27 | 94 | -4 | -7 | 7 | 8 | 9 | 1 | 1 | -2.2
O=C1Nc2ccc(Br)cc2C12OCCO2 | -21 | 94 | 8 | -4 | -9 | 6 | -1 | -2 | -2 | -4.0
Cc1ccc(NC(=O)NC2=N/C(=C(/C#N)C(=O)N3CCCC3)c3ccccc32)cc1 | -25 | 94 | -6 | 0 | -1 | 70* | 0 | 2 | -2 | 0.3
S=C(NCCc1ccccc1)Nc1ccc(Br)cn1 | 11 | 93 | -5 | -2 | -5 | -12 | -4 | -3 | -1 | -1.8
COCCCn1c(=O)c2ccccc2n2c(=S)[nH]nc12 | 1 | 103 | 19 | 0 | 6 | 8 | 1 | 0 | 2 | -2.0
COC(=O)C(CCSC)NC(=O)C12CC3CC(CC(C3)C1)C2 (centres undefined) | -6 | 94 | 3 | 2 | -9 | -2 | -3 | 1 | -2 | -1.8
COc1ccc(CNC(=O)C2(CC3CC(c4ccccc4)=NO3)CCNCC2)cc1 (centres undefined) | 2 | 100 | 9 | 4 | 2 | 13 | 0 | -2 | 4 | -0.9
C=C1CCN([C@H](C(=O)NCc2cc(OC)c(OC)c(OC)c2)C(C)C)S(=O)(=O)c2ccccc21 | 1 | 97 | 10 | -2 | 5 | 3 | 0 | 3 | 10 | 0.3
Cc1ccccc1-n1c(SCC(=O)c2c(N)n(C3CC3)c(=O)[nH]c2=O)nnc1N1CCOCC1 | 1 | 105 | 5 | -2 | -5 | 8 | 8 | 2 | -2 | 0.5
Cc1cccc(/C=C2/S/C(=N/N=C3\CC4CCC3(C)C4(C)C)NC2=O)c1 (centres undefined) | 13 | 97 | 11 | -5 | 4 | -13 | 1 | -1 | 10 | 2.0
NC(Cc1ccc(Cl)cc1)c1csc(Nc2cc(NCCCO)ncn2)n1 (centres undefined) | 13 | 102 | 6 | 5 | 0 | 14 | nt | -10 | -1 | -1.1
CCCCCCOc1ccc(N2C(=O)CC(N3CCN(CCN=CC4=C(O)CC(C)(C)CC4=O)CC3)C2=O)cc1 (centres undefined) | -29 | 100 | -8 | 3 | -20 | -10 | -6 | -2 | -8 | -3.5
CC(C)CCNC(=O)Cn1c2c(c(-c3ccccc3Cl)cc1=O)CCC2 | 20 | 94 | 6 | 2 | -5 | -7 | 3 | -2 | -1 | -1.1
O=C(Cc1ccc(NS(=O)(=O)c2ccc(Cl)c(Cl)c2)cc1)NCCN1CCOCC1 | -13 | 97 | 8 | 12 | -4 | 5 | 7 | 1 | -8 | -2.6
COc1ccc(O)c(CN2CCN(CCCc3ccccc3)C(CCO)C2)c1 (centres undefined) | 24 | 100 | 18 | 8 | -4 | -1 | -5 | 0 | -11 | -1.0
CCS(=O)(=O)c1c(S(=O)(=O)CC)c2ccccn2c1C(N)=O | 20 | 101 | 4 | -4 | -2 | 12 | -3 | 0 | 0 | 1.0

Not a retest: 10 of the compounds above.
SMILES | NCOA2 inhibitor | ABCB6 inh 2 | MC4R antagonist | ABHD5-PLIN5 inh | NOD2-RIPK2 inh | H9c2 protect | TLR9-MyD88 block | Glyco luc inh | m5-HT2A agonist | MC4R ag barr
CCOc1cc(CNC2CCCC2)ccc1OCc1ccccc1Cl | -11 | 86 | 1 | 6 | 5 | -8 | -3 | -7 | -9 | 1.3
CCOC(=O)N1c2ccccc2Sc2ccccc21 | -5 | 97 | 7 | -8 | -6 | 5 | 8 | 1 | -3 | -2.4
COc1ccc(NC(=O)N(C)C[C@@H]2Oc3ccc(NC(=O)NC(C)C)cc3CC(=O)N([C@H](C)CO)C[C@@H]2C)cc1 | -11 | 102 | 8 | -7 | 0 | -6 | -3 | 2 | 10 | 0.8
CCOC(=O)N1CCC(=NNC(=O)COc2ccc(OC)cc2)CC1 | -9 | 100 | 4 | 0 | -7 | 3 | 1 | 0 | 1 | -1.6
C[C@@H](C(=O)Nc1cc(C(F)(F)F)ccc1N1CCOCC1)N1C(=O)C2CC=CCC2C1=O (some centres undefined) | -28 | 98 | 2 | -4 | -7 | 0 | -13 | -1 | -4 | 0.3
CC(=O)Nc1nc(CCC(C)C)cc2c1c(=O)oc1ccccc12 | 15 | 88 | 8 | -2 | -10 | 2 | 7 | -2 | 0 | -2.6
Cc1nn(CC(O)COc2ccc3c(c2)CCC3)c(C)c1Br (centres undefined) | -7 | 98 | 4 | -4 | 0 | -7 | -5 | 0 | -4 | -0.5
Cn1ccc2c(/C=C/c3ccc(F)cc3)cc3c(c21)C1CCC3O1 (centres undefined) | 8 | 83 | nt | 2 | -18 | -6 | nt | 0 | 4 | nt
CC(C)(C)OC(=O)N1CCC(C(=O)Nc2cccc(C(=O)N3CCCCC3)c2)CC1 | 4 | 101 | 6 | -5 | 6 | 4 | 8 | 1 | 0 | -1.5
O=c1c2ccccc2nnn1CSc1nnc2ccccn12 | -54 | 98 | -8 | -5 | -7 | -2 | -10 | -4 | 1 | -1.7

Screening results as filed in PubChem BioAssay.
